Pf growth 48h: P. falciparum growth inhibition at 48 hours (one generation) | P. falciparum luciferase growth in erythrocytes, 48 h | Potency, µM (doses to about 28.7 µM), inactives show at the highest dose activity change, negative = inhibition, most hits filed as inhibitors | 5.9% of 310,000 active; also: potency is read from the fitted curve at half-maximal effect; % is scaled to controls: 0 for no effect and ±100 for the full control effect
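Luminescence readout; reporter = integrated firefly luciferase in P. falciparum. RBC culture at 2% hematocrit, 0.1% parasitemia final, 37 C/5% CO2; decreased signal taken as growth inhibition.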
Pf growth 96h: inhibits malaria parasite growth, 96 h; 6.9% of 320,000 active; P. falciparum luciferase reporter growth, 96 h; Potency, µM (titrated, usually from 28.7 µM), inactives show at the highest dose activity change, negative = inhibition, actives largely listed as inhibitors; also: potency is read from the fitted curve at half-maximal effect; % is scaled to controls: 0 for no effect and ±100 for the full control effect
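Plates of compound plus infected erythrocytes (2% hematocrit, 0.05% parasitemia final) incubate 96 hours, 37 C, 5% CO2. Detection reagent added; reduced luminescence from the parasites' luciferase reporter flags inhibition.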
Shiga toxin inh: inhibitors of Shiga toxin in Vero cells; inhibition, % at 38.7 µM; Vero cells, Shiga toxin protein synthesis inhibition reporter; AID 2315; 9.2% of 290,000 active; in the data active = inhibition mostly above about 28%, no sharp cut-off; inactive = mostly below about 43%; also: 0% is about no effect
Cycloheximide cs: counter-screen for Shiga toxin inhibitors: cycloheximide protein synthesis inhibition. AID 2314. cell reporter, cycloheximide protein synthesis inhibition counterscreen. 12% of 300,000 active. max response, %; in the data active = max response mostly above about 13%, no sharp cut-off; inactive = mostly below about 14%; also: read at 38.3 µM for the half of the compounds with a filed dose; 0% is about no effect
AMA1-RON2 inh: inhibitors of Plasmodium falciparum AMA1-RON2 interaction. AID 720542. Potency, µM (doses to about 58.2 µM), without a hit: at the top dose activity change, negative = inhibition, hits mostly inhibitors. 0.2% of 360,000 active. AlphaScreen AMA1-biotinylated RON2 peptide binding;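 also: potency is read from the fitted curve at half-maximal effect; 0% = vehicle wells and -100% = peptide control; nearly all actives have a fitted effect of over 45% in size; some results filed as inactive show a strong effect at the top dose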
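AMA1 (3D7) with his tag at 25 nM final met compounds first, then biotinylated RON2 peptide at 25 nM; detection used donor plus acceptor beads, 10 µg/mL apiece, read by AlphaScreen after 30 min at room temperature.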
LmPK inh: LmPK (Leishmania mexicana) enzyme inhibition. purified LmPK, Kinase-Glo ATP luminescence, 1 h. Potency, µM (titrated, usually from 57.5 µM), for the others: at the top dose activity change, negative = inhibition, actives largely listed as inhibitors. 0.37% of 290,000 active. AID 1721; also: potency is read from the fitted curve at half-maximal effect; % is scaled to controls: 0 for no effect and ±100 for the full control effect
Target sequence (Q27686 whole entry, looked up): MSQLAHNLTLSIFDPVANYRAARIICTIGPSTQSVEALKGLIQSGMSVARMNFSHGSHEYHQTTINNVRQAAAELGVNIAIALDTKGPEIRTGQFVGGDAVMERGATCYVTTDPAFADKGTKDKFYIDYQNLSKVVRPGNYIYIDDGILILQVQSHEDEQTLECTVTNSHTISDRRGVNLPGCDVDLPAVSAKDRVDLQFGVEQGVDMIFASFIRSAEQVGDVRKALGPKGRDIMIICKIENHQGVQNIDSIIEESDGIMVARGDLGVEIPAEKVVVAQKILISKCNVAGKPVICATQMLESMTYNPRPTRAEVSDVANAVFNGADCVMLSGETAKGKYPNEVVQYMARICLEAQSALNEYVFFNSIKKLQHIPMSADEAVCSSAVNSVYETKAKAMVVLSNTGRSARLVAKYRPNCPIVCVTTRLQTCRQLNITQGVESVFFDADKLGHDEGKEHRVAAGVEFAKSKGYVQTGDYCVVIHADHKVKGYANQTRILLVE
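Pyruvate kinase activity monitored as ATP production (luciferase luminescence). Conditions: 0.1 nM enzyme, 0.5 mM PEP, 0.1 mM ADP, 1 h, RT; normalized against uninhibited and no-enzyme wells.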
TbPYK inhibitor: T. brucei pyruvate kinase inhibition. Q57TT1. TbPYK enzyme, Kinase-Glo Plus ATP luminescence, 45 min. Potency, µM (titrated, usually from 76.8 µM), for inactives: at the highest dose activity, negative = inhibition, actives largely listed as inhibitors. 0.12% of 410,000 active. AID 624173; also: potency is read from the fitted curve at half-maximal effect; % is scaled to controls: 0 for no effect and ±100 for the full control effect; nearly all actives have a fitted effect of over 50% in size
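T. brucei PYK with substrate was exposed to pin-transferred compounds across a concentration series, then started with 130 uM ADP (final). After 45 min at room temperature, Kinase-Glo Plus luminescence was read, normalized and curve-fitted.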
* hit, by the source's call; [ ] = dose if it differs, or a comment. Unless noted, calls follow the shape of the dose curve; as a rule, active = well fitted curve in the direction sought with a large enough effect; inconclusive = small, poorly fitted or top-dose-only effect, or another doubt; inactive = no such curve, though single readings can be large; an effect the other way counts as inactive or inconclusive. Random draw from the library. Share with any hit: about 21%.

Sample of the layout, three compounds:
Screening CCOC(=O)C1CCCN(C2=NC(=O)/C(=C/c3ccc(N(C)C)cc3)S2)C1 (centres undefined) returned Pf growth 48h 6.6µM*, Pf growth 96h 26%, Shiga toxin inh 33*, Cycloheximide cs 26*, AMA1-RON2 inh -22%, LmPK inh -3% and TbPYK inhibitor -7%.
CC(C)[C@H](NC(=O)[C@@H]1CSC2c3ccccc3C(=O)N21)C(=O)N1CCCCC1 (some centres undefined) was read as Pf growth 48h inconclusive, Pf growth 96h inconclusive, Shiga toxin inh -4, Cycloheximide cs 2, AMA1-RON2 inh -8%, LmPK inh 11% and TbPYK inhibitor -1%.
`COc1ccc(C2SCCN2C(=S)Nc2cccc(Cl)c2)cc1` (centres undefined) gave Pf growth 48h 2.3µM*, Pf growth 96h 2.1µM*, Shiga toxin inh 12, Cycloheximide cs 7, AMA1-RON2 inh 4%, LmPK inh 4% and TbPYK inhibitor -4%.

The whole of this part (from the top)
Screening CCOC(=O)C1CCCN(C2=NC(=O)/C(=C/c3ccc(N(C)C)cc3)S2)C1 (centres undefined) returned Pf growth 48h 6.6µM*, Pf growth 96h 26%, Shiga toxin inh 33*, Cycloheximide cs 26*, AMA1-RON2 inh -22%, LmPK inh -3% and TbPYK inhibitor -7%.
CC(C)[C@H](NC(=O)[C@@H]1CSC2c3ccccc3C(=O)N21)C(=O)N1CCCCC1 (some centres undefined) was read as Pf growth 48h inconclusive, Pf growth 96h inconclusive, Shiga toxin inh -4, Cycloheximide cs 2, AMA1-RON2 inh -8%, LmPK inh 11% and TbPYK inhibitor -1%.
`COc1ccc(C2SCCN2C(=S)Nc2cccc(Cl)c2)cc1` (centres undefined) gave Pf growth 48h 2.3µM*, Pf growth 96h 2.1µM*, Shiga toxin inh 12, Cycloheximide cs 7, AMA1-RON2 inh 4%, LmPK inh 4% and TbPYK inhibitor -4%.
For CC(OC(=O)c1ccc2ncsc2c1)C(=O)Nc1cccc(Cl)c1 (centres undefined) the results were Pf growth 48h 9%, Pf growth 96h 41%[activator], AMA1-RON2 inh -9% and TbPYK inhibitor 3%.
Screening COc1ccc(C(CCNCc2ccc(F)cc2)c2ccc(F)cc2)cc1 (centres undefined) returned Pf growth 48h 4.7µM*, Pf growth 96h inconclusive, Shiga toxin inh -26, Cycloheximide cs -8, AMA1-RON2 inh 25%, LmPK inh 4% and TbPYK inhibitor -3%.
`Cc1ccnc(NC(=O)c2ccc3c(c2)C(=O)N(CC(C)C)C3=O)c1` gave Pf growth 48h -11%, Pf growth 96h 5%, Shiga toxin inh -11, Cycloheximide cs -2, AMA1-RON2 inh -5%, LmPK inh -5% and TbPYK inhibitor -3%.
`CC(Sc1n[nH]c(-c2ccccc2F)n1)C(=O)Nc1ccc(S(N)(=O)=O)cc1` (centres undefined) gave Pf growth 48h inconclusive, Pf growth 96h inconclusive, AMA1-RON2 inh 4% and TbPYK inhibitor 9%.
`Cc1ccc(S(=O)(=O)N2CN(Cc3ccco3)c3nc4ccccc4nc32)cc1` gave Pf growth 48h inconclusive, Pf growth 96h inconclusive, Shiga toxin inh 5, Cycloheximide cs -2, AMA1-RON2 inh -11%, LmPK inh 2% and TbPYK inhibitor -4%.
COc1cc(NC(=S)NC(=O)c2ccccc2F)ccc1NC(=O)c1ccco1 was read as Pf growth 48h 58%[activator], Pf growth 96h 0%, Shiga toxin inh 17, Cycloheximide cs 7, AMA1-RON2 inh 30%, LmPK inh 0% and TbPYK inhibitor 0%.
Screening CC(=O)c1ccc(NC(=O)c2ccc(CNc3c(N4CCCC4)c(=O)c3=O)cc2)cc1 returned Pf growth 48h 0%, Pf growth 96h 56%[activator], Shiga toxin inh -9, Cycloheximide cs -2, AMA1-RON2 inh 1%, LmPK inh 3% and TbPYK inhibitor 27%.
Screening CC(C)NC(=O)CN(Cc1ccc(F)cc1)C(=O)CCC(=O)Nc1ccccn1 returned Pf growth 48h 26%, Pf growth 96h 4%, Shiga toxin inh 10, Cycloheximide cs -3, AMA1-RON2 inh 2%, LmPK inh -1% and TbPYK inhibitor 0%.
For COc1ccc(C2(C)NC(=O)N(CC(=O)Nc3ccc(-c4nc5ccc(C)cc5s4)cc3)C2=O)cc1 (centres undefined) the results were Pf growth 48h 475%[activator], Pf growth 96h -17%, Shiga toxin inh 112*, Cycloheximide cs 64*, AMA1-RON2 inh 0%, LmPK inh -6% and TbPYK inhibitor -3%.
Cc1cc(O)cc(O[C@H]2OC(CO)[C@H](O)[C@@H](O)[C@H]2O)c1 (some centres undefined) was read as Pf growth 48h 5%, Pf growth 96h -7%, Shiga toxin inh -12, Cycloheximide cs 0, AMA1-RON2 inh -2%, LmPK inh -7% and TbPYK inhibitor -10%.
For Cn1cc(C(=O)NC2CC2)c2ccccc21 the results were Pf growth 48h 10%, Pf growth 96h 21%, Shiga toxin inh -6, Cycloheximide cs -2, AMA1-RON2 inh 2%, LmPK inh 7% and TbPYK inhibitor 1%.
CCCc1c(C(=O)NNc2ccc(C)cc2)cnn1-c1ccccc1 was read as Pf growth 48h 23%, Pf growth 96h -5%, Shiga toxin inh -5, Cycloheximide cs -1, AMA1-RON2 inh inconclusive, LmPK inh 4% and TbPYK inhibitor -2%.
Screening Cc1ccc(NC(=O)Nc2cccc(F)c2)nc1 returned Pf growth 48h 140%[activator], Pf growth 96h inconclusive, Shiga toxin inh 21, Cycloheximide cs 26*, AMA1-RON2 inh 4%, LmPK inh -8% and TbPYK inhibitor 1%.
Screening CCOc1ccccc1N(CC(=O)NCCSc1ccccc1)S(C)(=O)=O returned Pf growth 48h -12%, Pf growth 96h 478%[activator], Shiga toxin inh -13, Cycloheximide cs 1, AMA1-RON2 inh -12%, LmPK inh -2% and TbPYK inhibitor -1%.
O=C1CCCN=C(Nc2ccc(F)c(Cl)c2)S1 was read as Pf growth 48h 9%, Pf growth 96h -9%, Shiga toxin inh 54*, Cycloheximide cs 12, AMA1-RON2 inh -19%, LmPK inh -7% and TbPYK inhibitor -9%.
Screening C/C(=N/NC(=O)c1ccc2c(c1)OCO2)c1ccc(Br)s1 returned Pf growth 48h 58%[activator], Pf growth 96h inconclusive, Shiga toxin inh 49*, Cycloheximide cs 16, AMA1-RON2 inh 12%, LmPK inh 13% and TbPYK inhibitor -1%.
`Cc1ccc(S(=O)(=O)N2CCN(C(=O)COC(=O)c3ccc(Br)o3)CC2)c(C)c1` gave Pf growth 48h inconclusive, Pf growth 96h 6%, AMA1-RON2 inh -2% and TbPYK inhibitor 3%.
`COCCCN1C(=O)/C(=C\c2ccc3c(c2)OCO3)C(C(=O)OC)=C1C` gave Pf growth 48h 6%, Pf growth 96h -1%, Shiga toxin inh -4, Cycloheximide cs -4, AMA1-RON2 inh -9%, LmPK inh 3% and TbPYK inhibitor -10%.
For COc1cc(C(=O)Nc2cc(S(C)(=O)=O)ccc2Cl)ccc1OCC(=O)N1CCOCC1 the results were Pf growth 48h -10%, Pf growth 96h -10%, AMA1-RON2 inh 10% and TbPYK inhibitor 0%.
`Cc1cccnc1CN1CCN(Cc2nc(Cc3cccc(F)c3)no2)CC1` gave Pf growth 48h inconclusive, Pf growth 96h 0%, Shiga toxin inh 19, Cycloheximide cs -3, AMA1-RON2 inh 85%[activator], LmPK inh -5% and TbPYK inhibitor -7%.
`O=C(NCc1cn2ccccc2n1)c1ccccc1` gave Pf growth 48h 72%[activator], Pf growth 96h -18%, Shiga toxin inh 21, Cycloheximide cs 10, AMA1-RON2 inh -10%, LmPK inh 0% and TbPYK inhibitor 0%.
For O=C(c1ccc(S(=O)(=O)Nc2cccc(C(F)(F)F)c2)cc1)N1CCOCC1 the results were Pf growth 48h 10%, Pf growth 96h 2%, Shiga toxin inh -8, Cycloheximide cs -3, AMA1-RON2 inh -3%, LmPK inh -2% and TbPYK inhibitor -2%.
Screening Cc1cc(C)cc(NC(=O)C(OC(=O)c2ccc(NC(=O)CC#N)cc2)c2ccccc2)c1 (centres undefined) returned Pf growth 48h 10µM*, Pf growth 96h 10µM*, AMA1-RON2 inh 10% and TbPYK inhibitor 4%.
Screening CCOc1cc(NC(=O)c2ccccc2C(=O)O)c(OCC)cc1NC(=O)c1ccccc1F returned Pf growth 48h 4.1µM*, Pf growth 96h 50%[activator], Cycloheximide cs -1, AMA1-RON2 inh 0%, LmPK inh 1% and TbPYK inhibitor inconclusive.
For COc1ccc2c(c1)[nH]c1c(C)nccc12 the results were Pf growth 48h inconclusive, Pf growth 96h inconclusive, AMA1-RON2 inh 8% and TbPYK inhibitor -7%.
`CC(=O)Nc1ccc(-c2nn[nH]n2)cc1` gave Pf growth 48h -17%, Pf growth 96h 18%, Shiga toxin inh 1, Cycloheximide cs 1, AMA1-RON2 inh -5%, LmPK inh -5% and TbPYK inhibitor -7%.
`O=[N+]([O-])c1cc(C(F)(F)F)c(Cl)cc1N1CCN(CCO)CC1` gave Pf growth 48h 5%, Pf growth 96h -3%, Shiga toxin inh -6, Cycloheximide cs 23, AMA1-RON2 inh -4%, LmPK inh -4% and TbPYK inhibitor -5%.
Cc1ccn2c(=O)nc(SCC(=O)N3CCCCCC3)nc2c1 was read as Pf growth 48h -16%, Pf growth 96h -18%, AMA1-RON2 inh 24% and TbPYK inhibitor 1%.
Screening Cc1c(NC(=O)CSc2ccccc2F)c(=O)n(-c2ccccc2)n1C returned Pf growth 48h 194%[activator], Pf growth 96h 42%[activator], Shiga toxin inh 51, Cycloheximide cs -4, AMA1-RON2 inh -1%, LmPK inh -4% and TbPYK inhibitor -5%.
O=C(NC1=NCCS1)c1cccc2ccccc12 was read as Pf growth 48h 81%[activator], Pf growth 96h 165%[activator], Shiga toxin inh 41, Cycloheximide cs 26*, AMA1-RON2 inh 1%, LmPK inh -2% and TbPYK inhibitor -1%.
For CC(C)NC(=S)Nc1cccc2cnccc12 the results were Pf growth 48h 19%, Pf growth 96h 0%, Shiga toxin inh -4, Cycloheximide cs -6, AMA1-RON2 inh 3%, LmPK inh -1% and TbPYK inhibitor -3%.
`O=C(CCN1CCOCC1)NNC(=O)Nc1cccc([N+](=O)[O-])c1` gave Pf growth 48h 15%, Pf growth 96h 11%, Shiga toxin inh -5, Cycloheximide cs -4, AMA1-RON2 inh 0%, LmPK inh -3% and TbPYK inhibitor -4%.
For CC1Cn2c(COc3ccccc3)nnc2S1 (centres undefined) the results were Pf growth 48h 21%, Pf growth 96h 8%, Shiga toxin inh -9, Cycloheximide cs -4, AMA1-RON2 inh -1%, LmPK inh 0% and TbPYK inhibitor -2%.
For CC(=O)NC(CC(C)C)C(=O)NC(Cc1ccccc1)C(N)=O (centres undefined) the results were Pf growth 48h 0%, Pf growth 96h inconclusive, Shiga toxin inh 9, Cycloheximide cs 8.8*, AMA1-RON2 inh -4%, LmPK inh 3% and TbPYK inhibitor -1%.
Screening COCCn1c(=NC(=O)CSCC(=O)N2CCOCC2)sc2ccccc21 returned Pf growth 48h -2%, Pf growth 96h -11%, Shiga toxin inh -9, Cycloheximide cs -2, AMA1-RON2 inh 3%, LmPK inh 0% and TbPYK inhibitor -2%.
